EBNA-1 inhibitor – EBNA-1 DNA-binding inhibitors, primary screen, biochemical, fluorescence polarization; inhibition, % at 14.8 µM; 300,000 compounds, 0.34% hits; AID 1950, 2009; in the data active = inhibition above about 28%
PREPL inhibitor – PREPL enzyme inhibitors, primary screen, biochemical, fluorescence polarization; 320,000 compounds, 0.68% hits; recombinant PREPL, fluorescence polarization activity-based probe; inhibition, % at 5.96 µM; Prolyl endopeptidase-like (Homo sapiens), Q4J6C6; in the data active = inhibition above about 43%;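 note: 0% = enzyme with DMSO and 100% = wells lacking enzyme; many of its hits are not listed in these tables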
LYPLA1 counter – LYPLA1 inhibitors, primary screen, counter-screen for PME1 inhibitor project, biochemical, fluorescence polarization, FP-Rh probe ABPP; Acyl-protein thioesterase 1 (Homo sapiens), O75608; recombinant LYPLA1; inhibition, % at 5.9 µM; 320,000 compounds, 0.16% hits; AID 2174, 2009;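 active = inhibition above the mean of all tested compounds plus 3 SD, set per campaign, cut at about 14% in these data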;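 note: inhibitors block serine hydrolase probe labeling of LYPLA1 so polarization falls; 0% = enzyme with DMSO and 100% = wells lacking LYPLA1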
LYPLA2 inh – LYPLA2 inhibitors, primary screen, counter-screen for PME1 inhibitor project, biochemical, fluorescence polarization, FP-Rh probe ABPP; Acyl-protein thioesterase 2 (Homo sapiens), O95372; recombinant LYPLA2; inhibition, % at 5.9 µM; 320,000 compounds, 0.38% hits;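 active = inhibition above the screen-wide mean plus 3 SD, limit set per campaign, cut at about 26% in these data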;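 note: 0% = LYPLA2 with DMSO and 100% = wells lacking LYPLA2 enzyme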
ZTA counter – ZTA (EBV) inhibition in EBNA-1 counter-screen. AID 2234. inhibition, % at 11 µM. ZTA-DNA binding, fluorescence polarization. 320,000 compounds, 0.15% hits. P03206; in the data active = inhibition above about 33%
PAFAH2 inh – PAFAH2 enzyme inhibitors, primary screen, biochemical, fluorescence polarization, human; Platelet-activating factor acetylhydrolase 2, cytoplasmic (Homo sapiens), Q99487; recombinant PAFAH2, FP-rhodamine activity probe; inhibition, % at 3.39 µM; 340,000 compounds, 0.99% hits;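 active = inhibition above the mean over all tested compounds plus 3 SD, cut at about 30% in these data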;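 note: inhibitors block probe labeling of enzyme so polarization drops; 0% = enzyme with DMSO and 100% = wells lacking PAFAH2 protein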
PAD4 FP inh – human PAD4 inhibitors, primary screen, biochemical, fluorescence polarization, 1536-well format; recombinant PAD4, RCA probe fluorescence polarization; inhibition, % at 6.36 µM; 330,000 compounds, 0.41% hits;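 active = percent inhibition above a cutoff equal to the mean of all tested compounds plus 3 SD, cut at about 15% in these data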;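 note: 0% = PAD4 with RCA probe and DMSO and 100% = probe without PAD4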
GSTO1 counter – inhibitors of recombinant GSTO1, primary screen, counter-screen for RBBP9 inhibitor project, biochemical, fluorescence polarization | AID 1974, 2009 | activity-based probe fluorescence polarization | 300,000 compounds, 1.1% hits | inhibition, % at 5.96 µM | Glutathione S-transferase omega-1 (Homo sapiens), P78417;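 active = inhibition above the campaign mean inhibition plus 3 SD, cut at about 35% in these data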;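 note: 0% = GSTO1-1 with DMSO and 100% = wells lacking GSTO1-1 enzyme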
PAFAH1B3 inh – PAFAH1B3 enzyme inhibitors, primary screen, biochemical, fluorescence polarization, human. Platelet-activating factor acetylhydrolase IB subunit alpha1 (Homo sapiens), Q15102. recombinant PAFAH1B3, FP-rhodamine probe. inhibition, % at 3.39 µM. 340,000 compounds, 0.28% hits;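 active = inhibition above the screen-wide average of all tested compounds plus 3 SD, cut at about 25% in these data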;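 note: 0% = enzyme with DMSO only and 100% = wells lacking PAFAH1B3 protein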
The depositor's hits bear a star; . = not tested or not shown. A portion of the library, so the mix of outcomes need not match the whole.

entry	smiles	EBNA-1 inhibitor	PREPL inhibitor	LYPLA1 counter	LYPLA2 inh	ZTA counter	PAFAH2 inh	PAD4 FP inh	GSTO1 counter	PAFAH1B3 inh
1	O=C(C1CCCN(Cc2ccncc2)C1)N1CCc2ccccc2C1 (stereo not drawn)	-12	1	-2	-5	6	1	-9	5	-5
2	Cc1ccc(CC(=O)NCCCn2ccnc2)cc1	-4	-1	-3	-5	-11	-2	-1	-1	7
3	Cc1cc(C(=O)N/N=C/c2cccn2C)no1	12	3	5	8	3	0	0	3	2
4	COC(=O)CC1=NN(c2ccc(OC)cc2)C(=O)/C1=C\c1ccc(Cl)cc1	-8	2	2	3	10	2	-5	-5	9
5	COc1ccc(CCNCC(O)COc2cccc(Br)c2)cc1OC (stereo not drawn)	-6	-9	6	5	-7	6	0	3	0
6	NC(=O)c1cn(-c2ccccc2)nc1-c1cccnc1	-4	21	1	9	-7	4	-3	-1	10
7	CCOC(=O)c1cc(-c2ccco2)nc2c1c(C)nn2-c1ccccc1	3	3	-6	1	-3	-2	-2	-7	1
8	COc1ccc(N=C2SC(C(=O)Nc3ccc(F)cc3)CC(=O)N2C)cc1 (stereo not drawn)	4	13	0	10	-16	2	-2	4	1
9	Cc1cc(SC(C)C(=O)O)nc2ccccc12 (stereo not drawn)	3	-8	-3	-3	8	10	2	3	7
10	COc1ccc(C(=O)NC(NC(=O)c2ccc(OC)cc2)c2ccccc2F)cc1	0	-3	-2	4	-17	2	-6	-9	5
11	CN1CCN(CCc2nc3cc(NC(=O)c4ccco4)ccc3n2C)CC1	12	8	-4	-2	-3	1	1	4	3
12	COc1ccc(C2c3c(ccc4ccccc34)Oc3ncn4nc(-c5ccco5)nc4c32)cc1 (stereo not drawn)	9	6	-1	-4	5	-9	-6	-3	-3
13	O=C(CCN1C(=O)C2CCCCC2C1=O)Nc1ccc(Br)cc1F (stereo not drawn)	0	17	1	-2	5	-4	2	-2	3
14	O=C1CCCCN1CCc1c[nH]c2ccccc12	7	-8	-2	0	13	2	-1	0	13
15	O=C(c1ccccc1Nc1ccc(SC(F)F)cc1)N1CCCCCC1	4	27	-2	4	-1	-7	-2	1	6

Next part, overlapping the part above by two compounds.
entry	smiles	EBNA-1 inhibitor	PREPL inhibitor	LYPLA1 counter	LYPLA2 inh	ZTA counter	PAFAH2 inh	PAD4 FP inh	GSTO1 counter	PAFAH1B3 inh
14	O=C1CCCCN1CCc1c[nH]c2ccccc12	7	-8	-2	0	13	2	-1	0	13
15	O=C(c1ccccc1Nc1ccc(SC(F)F)cc1)N1CCCCCC1	4	27	-2	4	-1	-7	-2	1	6
16	CC(C)(C)NC(=O)NC(=O)CN1CCC(Cc2ccccc2)CC1	13	4	4	3	13	-3	-1	3	0
17	O=C(c1ccccn1)N1CCCC(N2CCN(c3ccc(F)cc3)CC2)C1 (stereo not drawn)	3	5	1	4	5	-2	-6	4	3
18	CSc1ccc(CN(C)CC(=O)Nc2c(F)cccc2F)cc1	-4	-83	-4	-4	-8	0	-4	16	-1
19	COc1ccccc1CNS(=O)(=O)c1cc(CN2C(=O)c3cccnc3C2=O)ccc1OC	0	0	2	9	14	1	1	4	2
20	Cc1ccc(NC(=S)N2CCOCC2)c(C)c1	-17	-4	2	5	6	-1	0	-5	-6
21	COc1ccc(N2C(=O)S[C@@H]3CS(=O)(=O)C[C@@H]32)cc1	5	15	4	9	-2	-3	0	7	10
22	O=C(CC1C(=O)NCCN1Cc1cccc(Oc2ccccc2)c1)NCc1cccnc1 (stereo not drawn)	-3	5	-5	0	-2	2	-5	5	2
23	CC1CCN(C(=O)C2c3ccccc3C(=O)N3CCc4ccccc4C23)CC1 (stereo not drawn)	0	7	-2	-4	-4	3	-1	-8	5
24	CCn1cc(CN2CCCC(C(=O)Nc3ccc(-c4cscn4)cc3)C2)cn1 (stereo not drawn)	-6	3	-1	1	5	11	-2	3	2
25	CCOC(=O)c1c(C)n(C)c2cc(Br)c(C(=O)OC)cc12	11	-1	-2	-3	5	4	-3	2	0
26	CCOC(=O)Cc1nn[nH]n1	-9	15	-1	-1	-10	3	0	-4	10
27	CC(=O)C1C(c2ccc(F)cc2)C2C(C)=NN=C2CC1(C)O (stereo not drawn)	9	16	-1	7	-5	2	2	3	9
28	O=C(CCl)N(Cc1ccccc1)c1ccccc1	5	10	4	2	8	14	0	93*	-1
29	O=C(Cn1nnc2ccccc21)c1ccc(Cl)cc1	1	-10	2	4	3	-5	-3	8	-1
30	Cc1cc(NS(=O)(=O)c2ccc(NC(=O)c3ccco3)cc2)no1	4	7	-2	-2	-1	8	-6	13	1
31	Nn1c(SCC(=O)NCc2ccccc2)nnc1C1CC1	8	9	-1	2	0	0	3	3	4
32	Cc1cccc(C(=O)N2N=C(c3ccc(NS(C)(=O)=O)cc3)CC2c2cccs2)c1 (stereo not drawn)	-1	-5	-2	-6	3	10	-8	-5	1
33	C1CN(c2nc3nonc3nc2N2C[C@H]3CC[C@H]2C3)CCS1	-10	0	0	-2	3	-3	-1	2	7
34	CC(=O)Nc1cc(C(=O)CSc2nnc(C3CC3)n2C2CC2)ccc1O	.	-4	-5	4	1	-1	0	.	2
35	Cc1cc(C)n2nc(CNS(=O)(=O)c3ccc(CC(C)C)cc3)nc2n1	-12	3	0	-3	-2	-4	0	2	2
36	CCCN(C(=O)Cc1coc2cc(OC)ccc12)C1CCS(=O)(=O)C1 (stereo not drawn)	.	12	.	.	.	-4	1	.	5
37	Cn1nnnc1SCC(=O)N1N=C(c2cccs2)CC1c1cccs1 (stereo not drawn)	.	3	.	.	.	1	-6	.	6
38	CCCCN(C(=O)c1cc(S(=O)(=O)N2CCCCCC2)ccc1OC)c1c(N)n(CCC)c(=O)[nH]c1=O	1	1	-1	-7	3	4	1	6	-3
39	CCC(C)NC(=S)Nc1ccc(C(=O)OC)cc1 (stereo not drawn)	7	0	-1	-2	-17	6	-3	2	13
40	COc1ccc(NC(=O)c2oc3ccccc3c2NC(=O)c2ccco2)cc1	-7	17	-26	-40	3	-19	-7	-13	-2
41	CNC(=O)CSc1cnc2ccccc2n1	-3	7	-1	-1	7	-5	0	5	6
42	Cc1ccc(NC(=O)CSc2nc(N)cc(=O)[nH]2)cc1S(=O)(=O)N1CCCCC1	.	6	.	.	.	2	10	.	6
43	C=CCNC(=O)c1ccccc1NC(=O)c1ccccc1SC	-6	-10	3	4	16	0	-5	2	10
44	CSc1ccc(CN(C)Cc2nc3cc(C(F)(F)F)ccc3c(=O)[nH]2)cc1	-7	-1	0	5	-18	6	-4	-3	-6
45	C=C1/C(=C\C=C2/CCC[C@]3(C)[C@@H]([C@H](C)CCCC(C)(C)O)CC[C@@H]23)C[C@@H](O)C[C@@H]1O	-6	1	-1	5	-9	.	0	0	.
46	CCCn1c(N)c(Sc2ccc(Cl)cc2)c(=O)n(CCC)c1=O	-2	-6	-1	-7	9	5	1	6	0
47	CC1(C)Cc2c(sc3c2c(N)nc(=S)n3Cc2ccc(Br)cc2)CO1	24	1	-2	-1	7	-1	-3	5	11
48	CCOC(=O)/C=C/[C@H]1Cc2ccccc2CO1	.	1	1	-9	2	9	-1	.	3
49	CC1CC=C(c2ccccc2)C(=S)N1 (stereo not drawn)	-4	-4	-3	1	-2	-4	1	-9	10
50	CCn1c2ccccc2c2cc(N=C3SC(CC(=O)Nc4ccccc4)C(=O)N3C)ccc21 (stereo not drawn)	-6	-7	-1	7	-5	0	-6	1	-6
51	CC(=O)c1ccc(N2C(=NC(=O)CCc3ccccc3)SC3CS(=O)(=O)CC32)cc1 (stereo not drawn)	-4	4	-2	2	-7	-3	-3	-3	5
52	Cc1ccc(CSCc2ccc(C(=O)NC3CCCC3)o2)cc1	-4	10	0	5	-6	4	3	11	6
53	Cc1ccc(N2C(=O)SC(N(CC(=O)O)c3cccc(C)c3)C2=O)cc1 (stereo not drawn)	-3	20	-2	8	-3	3	3	3	12
54	Cc1cccn2c(CN3CCCN(C=O)CC3)c(C(=O)N(C)CCc3ccccc3)nc12	-12	8	1	5	8	-6	-2	10	1
55	COc1cccc(NC(=O)COc2cccc3c2CCNC3=O)c1	2	5	-3	3	-4	-2	0	18	6
56	Cc1ccccc1N1C(=O)c2cc(S(N)(=O)=O)c(Cl)cc2NC1C (stereo not drawn)	-15	-30	1	-1	-1	-5	-5	1	8
57	O=C(O)CCc1nn2c3ccccc3n(CC(=O)O)c2nc1=O	-6	11	3	-3	-1	2	-6	-7	2
58	O=C(CSc1nccc(=O)[nH]1)Nc1ccc2c(c1)OCCO2	5	7	-2	-8	9	-3	4	-4	6
59	FC(F)(F)c1ccc(-c2nc(=S)[nH][nH]2)cc1	-7	0	-1	-2	6	4	5	0	10
60	CCOc1ccc(C(=O)Nc2c3c(nn2C(C)(C)C)CSC3)cc1OCC	-5	1	-4	-6	-1	4	3	-3	5
61	Cc1cc(C)n(CC(=O)NNC(=O)CCCOc2ccc(Cl)cc2C)n1	-5	9	0	1	-4	3	6	8	8
62	C=CCOC(=O)C1=C(C)OC(N)=C(C#N)C1c1ccc2c(c1)OCO2 (stereo not drawn)	4	-6	0	3	-2	-4	2	9	9
63	CC(C)(C)c1ccc(C(=O)N2CCC(C(=O)NCCC3=CCCCC3)CC2)cc1	-1	10	0	19	-13	6	4	0	2
64	CCOC(=O)c1nnn(-c2nonc2N)c1CN1CCCC1	6	-5	2	4	-9	10	2	6	7
65	Cc1ccc(SCC(=O)N2CCc3ccccc32)cc1	3	5	-2	3	12	-7	-3	0	2
